Growth percent in the NCI-60 one-dose screen (48 h, 10 µM unless noted): 100 = growth as untreated, 0 = no growth, -100 = all killed.
MDA-MB-468: MDA-MB-468 breast cancer; 78,000 compounds, 8.5% hits
MOLT-4: MOLT-4 leukemia cells; 80,000 compounds, 6.9% hits; AID 1794779
CCRF-CEM: CCRF-CEM leukemia; AID 1794778; 77,000 compounds, 7% hits
MCF7: MCF7 breast cancer. AID 1794796. 82,000 compounds, 6.3% hits
SR: SR leukemia cells. AID 1794780. 73,000 compounds, 8.7% hits
K-562: K-562 leukemia. 78,000 compounds, 7.4% hits
MDA-MB-231: MDA-MB-231 breast cancer; 81,000 compounds, 5% hits; AID 1794789
RPMI-8226: RPMI-8226 leukemia cells | 77,000 compounds, 7.5% hits
Active calls of the source: *; . = not tested or not shown; & = joins results of further samples; [ ] = remark or other dose. How the source made its calls: active means growth percent below 10; inactive means the rest.

no.	Molecule	MDA-MB-468	MOLT-4	CCRF-CEM	MCF7
1	O=C(O)c1ccccc1C(F)(F)F	.	97	108	93
2	Cc1cc(N2CCOCC2)nc(N(CCNc2ccnc3cc(Cl)ccc23)Cc2ccco2)n1	23	5.1*	-11*	41
3	O=C(O)C1OCC2(CO1)COC(C(=O)O)OC2 (configuration not stated)	109	91	96	95
4	CN1C(=O)C(C(=O)/C=C/c2ccc(Cl)cc2)C(=O)N(C)C1=O	97	90	101	89
5	CCOC(=O)c1[nH]c(=O)c2ccccc2c1O	112	102	108	94
6	O=C(NCc1cccnc1)c1sc2cc([N+](=O)[O-])ccc2c1Cl	107	93	100	93
7	CCOC(=O)C(=O)Cc1nc(OCc2ccccc2)cc(OCc2ccccc2)n1	113	104	88	98
8	C[C@H]1[C@H](C)CC[C@]2(C(=O)O)CC[C@]3(C)C(=CC[C@@H]4[C@@]5(C)C/C(=C/c6cccnc6)[C@H](O)C(C)(C)[C@@H]5CC[C@]43C)[C@H]12	5.4*[100 µM]	2.4*[100 µM]	-1.4*[100 µM]	3.5*[100 µM]

no.	SR	K-562	MDA-MB-231	RPMI-8226
1	92	102	95	59
2	-23*	.	7.6*	-22*
3	84	.	120	95
4	104	86	106	94
5	96	100	98	100
6	.	93	117	94
7	108	109	102	.
8	25[100 µM]	13[100 µM]	-18*[100 µM]	-4.1*[100 µM]

Further compounds:
no.	Molecule	MDA-MB-468	MOLT-4	CCRF-CEM	MCF7
9	O=C(NCc1ccc(Cl)cc1Cl)C1CCC(=O)N1C(=O)NCc1ccc(Cl)cc1Cl (configuration not stated)	108	93	99	94
10	C=CCC1CCCCC1=O (configuration not stated)	98	106	100	96
11	CCOc1nc(-c2ccccc2)cc2c(O)c(C(=O)N/N=C/c3ccccc3)[nH]c(=O)c12	105	80	106	101
12	COc1ccc(NS(=O)c2c(C)cc(C)cc2C)cc1 (configuration not stated)	85	96	68	96
13	COc1cc2nc3cc([N+](=O)[O-])ccc3c(Cl)c2cc1OC	11	107	.	83
14	O=S(=O)(c1ccc(Br)cc1)N1CCN(c2nccc(-c3c(-c4cccc(F)c4)nc4sccn34)n2)CC1	61	67	95	62
15	COCc1cc(C(C)(C)C)c(O)c(C(C)(C)C)c1	113	104	96	103
16	N#Cc1c(Oc2ccccc2Cl)nc2sc3cccc(Cl)c3n2c1=N	109	100	95	93

no.	SR	K-562	MDA-MB-231	RPMI-8226
9	97	98	95	94
10	97	101	115	98
11	95	48	117	98
12	76	62	77	97
13	92	99	99	.
14	78	83	88	85
15	99	112	115	94
16	.	105	103	98

Following part:
no.	Molecule	MDA-MB-468	MOLT-4	CCRF-CEM	MCF7
17	CCCCOC(=O)c1[nH]cnc1/N=N\N(C)C	101	96	97	99
18	COc1ccc(-c2ccc(-c3ccc(-c4ccc(C(=N)N)cc4)s3)s2)cc1	100	99	.	97
19	COC(=O)c1ccccn1	99	105	99	104
20	O=C1C=CC(=O)N1c1ccc(Cl)cc1	97&118	96&108	96&93	110&97
21	Clc1ccc2c(c1)N(c1ncnc3ccc(-c4cnc5[nH]ccc5c4)cc13)CC2	-4.9*	-6.7*	21	6.8*
22	Cc1ccccc1C(=O)NN	121	92	100	102
23	CSc1nn2c(=O)c3ccccc3nc2s1	92	101	97	79
24	O=C(Nc1cccc(Cl)c1)C1=NCCCCN1	96	103	107	86

no.	SR	K-562	MDA-MB-231	RPMI-8226
17	88	94	101	100
18	61	65	93	72
19	97	103	.	101
20	54	118	108&105	99&94
21	1.9*	5.5*	36	26
22	86	104	126	.
23	.	99	107	101
24	115	94	104	104

Continuation:
no.	Molecule	MDA-MB-468	MOLT-4	CCRF-CEM	MCF7
25	CC(C)(O)c1ccccc1	111	96	108	103
26	CCOc1ccccc1-c1cc(-c2cccc(Cl)c2)c(C#N)c(=O)[nH]1	75	78	83	58
27	O=C(O)c1ccc(-n2cc(CNc3ccccc3)c(-c3cc(C(F)(F)F)cc(C(F)(F)F)c3)n2)cc1	83	58	78	51
28	C=CCc1ccccc1OC	96	113	100	100
29	COc1ccc(C(=O)c2sc3nc(-c4ccccc4)cc(-c4ccc(F)cc4)c3c2N)cc1OC	99	87	93	88
30	c1ccc(-c2nc(-c3c[nH]c4ncccc34)cs2)cc1	81[100 µM]	61[100 µM]	114[100 µM]	77[100 µM]
31	O=C(CSc1nc2ccc([N+](=O)[O-])cc2[nH]1)Nc1cccc(C(F)(F)F)c1	-8.1*	8.8*	19	16
32	CC(C)N=C=NC(C)C	106	96	.	96

no.	SR	K-562	MDA-MB-231	RPMI-8226
25	94	109	.	107
26	65	30	92	85
27	93	80	100	50
28	101	115	108	100
29	86	87	98	75
30	75[100 µM]	104[100 µM]	92[100 µM]	93[100 µM]
31	15	14	38	-12*
32	91	101	102	101

(list continues)
no.	Molecule	MDA-MB-468	MOLT-4	CCRF-CEM	MCF7
33	CCN(CC)CCSc1cc(C)c2ccc(N)nc2n1	99	102	106	91
34	CN1/C(=C/C=N/NC(=O)c2ccc(=O)n(C)c2)C(C)(C)c2ccccc21	87	127	70	77
35	N#Cc1cn(-c2ccc(Cl)cc2Cl)c(C(=O)c2ccc(F)cc2)c1N	77	119	101	93
36	O=C(O)C1C2OC3C(OC(=O)C31)C2Br (configuration not stated)	99&96	96&98	103	90&101
37	COc1ccc(-c2cc(/C=C/C(=O)c3ccc(N)cc3)[nH]n2)cc1OC	-1.3*	7.2*	7.4*	15
38	Cc1ccc(NCCN(C)C)c2c(=O)c3ccccc3sc12	26	.	27	0.3*
39	CCCCCOC(=O)c1cccc(NC(=O)CNCC(C)C)c1	104	113	102	103
40	COc1ccc(Cn2cc(CNC(=O)c3cccnc3Nc3ccc(OC)cc3OC)nn2)cc1	94	84	.	105

no.	SR	K-562	MDA-MB-231	RPMI-8226
33	116	97	111	101
34	.	137	100	77
35	108	121	95	96
36	115	130&106	105&104	94&103
37	10	24	39	-13*
38	17	21	24	-23*
39	112	111	113	102
40	95	89	94	88

Quoted from the listing.
MOLT-4 result of compound 36 stands at 96&98
K-562 result of compound 34 stands at 137
RPMI-8226 result of compound 33 stands at 101
MCF7 result of compound 38 stands at 0.3*
MDA-MB-468 result of compound 39 stands at 104

Reprinted at random: two compounds from above.
no.	Molecule	MDA-MB-468	MOLT-4	CCRF-CEM	MCF7
40	COc1ccc(Cn2cc(CNC(=O)c3cccnc3Nc3ccc(OC)cc3OC)nn2)cc1	94	84	.	105
35	N#Cc1cn(-c2ccc(Cl)cc2Cl)c(C(=O)c2ccc(F)cc2)c1N	77	119	101	93

no.	SR	K-562	MDA-MB-231	RPMI-8226
40	95	89	94	88
35	108	121	95	96

(more compounds)
no.	Molecule	MDA-MB-468	MOLT-4	CCRF-CEM	MCF7
41	O=C(c1ccccc1)c1ccc([N+](=O)[O-])cc1	117	108	103	95
42	O=C1N(Cc2ccccc2)c2ccccc2S(=O)(=O)N1c1cccnc1Cl	94	79	86	104
43	COc1ccsc1/C=N/NC(=O)c1[nH]c2ccc(Br)cc2c1-c1ccccc1	-6.2*	-11*	-12*	1.1*
44	NC/C(=C/F)COc1ccc2nc(N3CCC(O)CC3)oc2c1	111	106	97	93
45	CO/C=C/CC/C(C)=C/CC/C(C)=C/CCc1ccoc1	104	116	91	105
46	COc1cc2ccc(-c3ccc4ccccc4n3)cc2cc1OC	87	66	57	95
47	O=C(CSc1ccc(-c2ccc(Cl)cc2)nn1)Nc1ccc(Cl)c(C(F)(F)F)c1	17	11	45	31
48	O=c1c2c(c3ccccc3n1-c1ccccc1)NC(=S)NC2c1ccccc1 (configuration not stated)	74	66	-25*	42

no.	SR	K-562	MDA-MB-231	RPMI-8226
41	95	107	85	94
42	86	80	86	67
43	.	1.2*	3.2*	-14*
44	107	110	90	105
45	103	112	101	89
46	76	70	100	54
47	.	9.4*	.	67
48	108	101	85	50

Next section
no.	Molecule	MDA-MB-468	MOLT-4	CCRF-CEM	MCF7
49	CCCCC(O)(CC(=O)O)c1ccccc1 (configuration not stated)	101	.	100	98
50	S=C(c1ccccc1)N1CCOCC1	98	80	99	98
51	CN1CCN(c2ccc3cc(-c4nc5ccccc5[nH]4)c(=O)oc3c2)CC1	68	88	74	74
52	Cc1nc(N)nc(SCc2ccccc2)c1Br	69	64	82	80
53	COC(=O)CNC(=O)[C@]12CCC(C)(C)C[C@H]1C1=CC[C@@H]3[C@@]4(C)Cc5c([nH]c6ccccc56)C(C)(C)[C@@H]4CC[C@@]3(C)[C@]1(C)CC2	102	64	87	80
54	S=C(c1cccs1)N1CCN(c2ccccc2)CC1	102	92	90	97
55	O=C1c2c(O)cccc2Cc2cccc(O)c21	106	.	108	108
56	COc1ccc(Nc2nc(-c3cc(O)c(C)c(C)c3O)cs2)cc1	-6.6*	26	18	47

no.	SR	K-562	MDA-MB-231	RPMI-8226
49	100	111	105	110
50	84	87	101	91
51	.	44	80	65
52	74	88	91	81
53	83	59	94	77
54	97	94	106	96
55	.	92	111	.
56	37	24	89	34

Next section.
no.	Molecule	MDA-MB-468	MOLT-4	CCRF-CEM	MCF7
57	COc1cc(-c2cc3ncccc3c3nc(OCCN(C)C)c4cccnc4c23)cc(OC)c1OC	-6.1*	2.0*	15	3.9*
58	O=C1NCCCN1	104	101	100	99
59	O=C(CSc1cc[n+](CCCCCF)c2ccccc12)n1ccc2ccccc21	106	101	96	86
60	CC(=C(c1ccc(OCCN2CCCCC2)cc1)c1ccc(OCCN2CCCCC2)cc1)c1ccc(Cl)cc1	-80*	-71*	-71*	-85*
61	COc1ccc(Cn2cc3c(c2-c2ccccc2)CCc2cnoc2-3)cc1OC	-9.0*	36	17	11
62	CCCCC(CC)c1nc2ccccc2s1 (configuration not stated)	94	94	88	89
63	O=c1cc(-c2ccccc2)oc2cc(OCc3cn(Cc4ccc([N+](=O)[O-])cc4)nn3)cc(OCc3cn(Cc4ccc([N+](=O)[O-])cc4)nn3)c12	74	97	105	89
64	Cc1cc(N2CCC(C)CC2)nc(N2CCN(CC(=O)Nc3ccc4c(ccn4C)c3)CC2)n1	85	73	92	74

no.	SR	K-562	MDA-MB-231	RPMI-8226
57	8.8*	7.7*	20	-7.5*
58	98	102	120	109
59	94	99	94	95
60	-60*	-66*	-85*	-62*
61	18	14	35	23
62	89	98	76	90
63	.	97	73	117
64	109	74	86	79

Brought forward from above: 2 entries, followed by the next part.
no.	Molecule	MDA-MB-468	MOLT-4	CCRF-CEM	MCF7
63	O=c1cc(-c2ccccc2)oc2cc(OCc3cn(Cc4ccc([N+](=O)[O-])cc4)nn3)cc(OCc3cn(Cc4ccc([N+](=O)[O-])cc4)nn3)c12	74	97	105	89
64	Cc1cc(N2CCC(C)CC2)nc(N2CCN(CC(=O)Nc3ccc4c(ccn4C)c3)CC2)n1	85	73	92	74
65	COc1ccccc1NS(=O)(=O)c1cccc(C(=O)Nc2ccc(Br)cc2)c1	3.0*	27	40	33
66	O=C(CC(=O)C(F)(F)F)c1ccc2ccccc2c1	111	104	117	97
67	CN1CCC(O)(C(C(=O)O)c2ccccc2)CC1 (configuration not stated)	94	98	105	102
68	CC(C)(C)OC(=O)NC(CCC(N)=O)C(=O)O (configuration not stated)	113	87	92	99
69	O=C(O)c1ccccc1C(=O)c1cc(O)ccc1O	104	106	111	88
70	CC(=O)Nc1cccnc1	103	107	104	95
71	Oc1ccccc1C=NC1CCCCC1	104	88	95	100
72	O=C1CCCCC1C1(O)C(=O)Nc2ccccc21 (configuration not stated)	.	110	109	106

no.	SR	K-562	MDA-MB-231	RPMI-8226
63	.	97	73	117
64	109	74	86	79
65	50	26	51	38
66	84	107	123	.
67	103	103	121	114
68	74	94	122	100
69	104	112	109	118
70	87	104	115	111
71	99	100	100	102
72	95	126	.	95

Next structures follow:
no.	Molecule	MDA-MB-468	MOLT-4	CCRF-CEM	MCF7
73	CC(C)NS(=O)(=O)/N=C1\NC(=O)NC1=C(Cl)Cl	61	87	81	83
74	Nc1nnc(-c2c[nH]c3ncc(Br)cc23)c(-c2c[nH]c3ccc(Br)cc23)n1	8.5*	5.3*	5.1*	16
75	CN(C)CC1CCCCCC(CN(C)C)C1=O (configuration not stated)	15	21	-24*	25
76	C/C(=N\O)[C@H]1CC[C@H]2[C@@H]3CCC4=C/C(=N/O)CC[C@]4(C)[C@H]3C(=O)C[C@]12C	87	86	85	107

no.	SR	K-562	MDA-MB-231	RPMI-8226
73	20	91	116	91
74	6.6*	15	65	11
75	5.9*	0.4*	86	13
76	103	88	100	63

No enrichment for hits; about 14% have a hit in one of these screens.
